# Screening data (PubChem BioAssay)
# ATG4B inh = blocks human ATG4B protease cleavage of LC3 substrate. Q9Y4P1. 340,000 compounds, 0.51% hits. inhibition, % at 8.33 µM. AID 504462. ATG4B cleavage of LC3-PLA2, NBD-HPC fluorescence, 1 h; in the data active = inhibition above about 40%
# Target sequence (Q9Y4P1 whole entry, looked up): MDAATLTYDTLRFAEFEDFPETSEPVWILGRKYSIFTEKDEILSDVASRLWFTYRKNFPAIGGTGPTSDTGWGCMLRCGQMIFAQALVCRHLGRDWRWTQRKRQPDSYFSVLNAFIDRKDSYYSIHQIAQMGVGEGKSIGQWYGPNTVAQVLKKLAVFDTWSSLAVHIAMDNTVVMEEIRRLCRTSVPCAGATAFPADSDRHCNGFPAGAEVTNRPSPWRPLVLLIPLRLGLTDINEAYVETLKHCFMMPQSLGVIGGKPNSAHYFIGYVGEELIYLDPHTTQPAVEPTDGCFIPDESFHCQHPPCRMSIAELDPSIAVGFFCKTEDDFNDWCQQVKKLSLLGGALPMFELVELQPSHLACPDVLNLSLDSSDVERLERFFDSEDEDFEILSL
# mIAP inh = blocks mouse intestinal alkaline phosphatase; 330,000 compounds, 0.2% hits; inhibition, % at 10 µM; purified mouse IAP, CDP-Star luminescence, 30 min; AID 2806;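 active = inhibition of at least 40% at 10 µM in the primary screen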;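 also: plate controls were DMSO with enzyme for no effect and no enzyme wells for full effect; values of inactives mirror those of a sister screen read the other way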
# PfG6PD inh = PfG6PD (Plasmodium falciparum) enzyme inhibition. PfGluPho enzyme, NADPH resazurin-diaphorase fluorescence. inhibition, % at 20 µM. 350,000 compounds, 0.78% hits;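 active = inhibition reaching at least a set limit at 20 µM in the primary screen, cut at about 59% in these data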;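 also: 0% = DMSO wells with substrate and 100% = DMSO wells lacking glucose-6-phosphate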
# HKDC1 inhibitor = blocks human hexokinase HKDC1 activity | recombinant HKDC1, G6PDH/diaphorase resazurin coupled fluorescence | inhibition, % at 20 µM | 340,000 compounds, 0.16% hits | AID 493160;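 active = inhibition above about 35% when tested at 20 µM, limit read from the data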;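 also: plate controls were DMSO wells with enzyme for no effect and DMSO wells lacking enzyme for full effect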
#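 Test system: Recombinant HKDC1 (HK5) hexokinase enzyme, produced in-house | Input: HKDC1 at 5 µg/mL | Buffer or medium: Tris pH 8.0 buffer with MgCl2, Tween-20, BSA, BME | Schedule: 90 min reaction incubation at room temperature, dark | Technique: Resazurin-to-resorufin fluorescence via G6PDH and diaphorase coupling, 525/613 nm | Controls: DMSO wells with and without enzyme mix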
# APOBEC3A inh = inhibitors of human APOBEC3A DNA deaminase; P31941; recombinant A3A, FAM/TAMRA ssDNA deamination fluorescence; inhibition, % at 20 µM; 330,000 compounds, 0.41% hits; AID 493011;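 active = at least 40% inhibition at 20 µM here, with at most 30% in a related deaminase screen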;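 also: plate controls were A3A with DMSO for no effect and wells lacking A3A enzyme for full effect; some results filed as inactive read as strong as hits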
# Target sequence (P31941 whole entry, looked up): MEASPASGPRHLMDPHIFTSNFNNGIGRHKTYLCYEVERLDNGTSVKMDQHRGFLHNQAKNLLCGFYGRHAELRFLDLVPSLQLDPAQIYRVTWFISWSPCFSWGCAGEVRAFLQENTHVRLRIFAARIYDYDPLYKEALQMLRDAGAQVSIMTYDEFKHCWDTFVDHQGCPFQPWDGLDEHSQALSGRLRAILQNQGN
# hIAP block = human IAP inhibition; 330,000 compounds, 0.12% hits; AID 2544; inhibition, % at 10 µM; purified IAP, CDP-Star luminescence, 30 min; P09923;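 active = inhibition reaching a set limit with compound at 10 µM in the primary screen, cut at about 35% in these data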;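 also: plate controls were DMSO wells with enzyme for no effect and no-enzyme buffer wells for full effect; values of inactives mirror those of a sister screen read the other way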
# mIAP act = mouse IAP activation; activation factor at 10 µM; AID 2805; 330,000 compounds, 0.24% hits; muIAP, CDP-Star luminescence, 30 min; stronger effect = higher value; 1 = vehicle-only enzyme signal, 0 = enzyme-free wells;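 active = activation factor of at least 2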; also: the source names both 10 and 20 µM as test concentration; values of inactives mirror those of a sister screen read the other way
#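 System: mouse IAP enzyme. Reagent: CDP-Star chemiluminescent phosphatase substrate. Benchmarks: DMSO wells, no-enzyme wells. Times: 30 min enzyme-substrate-compound incubation at room temperature. Detection: luminescence from enzymatic CDP-Star hydrolysis. Doses: test compounds delivered from DMSO solution.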
# hIAP activ = human IAP activation; P09923; purified human IAP, CDP-Star luminescence, 30 min; stronger effect = higher value; 1 = vehicle-only enzyme, 0 = enzyme-free background; activation factor at 10 µM; 330,000 compounds, 0.16% hits;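 active = activation factor of the enzyme at least 2-fold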; also: the source names both 10 and 20 µM as test concentration; values of inactives mirror those of a sister screen read the other way
# Starred values were filed as active, the others as inactive; . = not tested or not shown. Not a hit list; 2.4% or so of the library scored in one or more.
ATG4B inh	mIAP inh	PfG6PD inh	HKDC1 inhibitor	APOBEC3A inh	hIAP block	mIAP act	hIAP activ	SMILES
-1.4	-15.2	-11.2	-1.1	-1.7	-6.5	1.15	1.06	Cn1c(=O)n(CCC(=O)O)c2ccccc21
-1.5	-4.2	-4.5	3.0	-9.2	-2.4	1.04	1.02	COc1ccc(CNc2nc3ccccc3n2C)c(O)c1
-2.4	-5.5	-1.1	-0.7	4.9	-12.1	1.05	1.12	O=C(Nc1c2c(nn1-c1ccccc1)CS(=O)C2)c1ccc(S(=O)(=O)N2CCOCC2)cc1 (stereo not given)
-2.1	-1.3	-15.3	-6.2	3.0	-8.6	1.01	1.09	COc1cc(Br)c(C(C)NC(=O)c2ccc(C)cc2)cc1OC (stereo not given)
-9.5	21.9	-16.2	1.2	-3.1	-59.0	0.781	1.59	COc1ccc(O)c(/C=N/NC(=O)c2ccc(CSc3nc(C)cc(C)n3)cc2)c1
-3.6	7.6	7.9	0.2	-4.9	7.9	0.924	0.921	Cc1ccc(-c2nc(C(=O)O)cs2)cc1
-9.2	7.7	3.0	-4.0	40.7*	-6.8	0.923	1.07	Cc1nn(Cc2ccc(F)cc2)c(C)c1NC(=O)c1cc2ncc(Br)cn2n1
-8.8	12.4	3.6	-0.1	4.1	6.1	0.876	0.939	O=C(O)CC(NS(=O)(=O)c1c(F)cc(F)cc1Br)c1ccccc1Cl (stereo not given)
7.3	3.4	-35.5	-12.8	3.8	6.1	0.966	0.939	O=C(COC(=O)Cc1ccccc1[N+](=O)[O-])NCc1ccc(Cl)cc1
2.2	10.9	-23.7	-12.4	3.8	-28.9	0.891	1.29	CC(O)C(NS(=O)(=O)c1ccc(Cl)cc1)C(=O)OCC(=O)Nc1cccnc1Cl (stereo not given)
-3.3	4.9	-2.2	-1.1	-3.4	4.6	0.951	0.954	CCOC(=O)c1ccc(S(=O)(=O)NNC(=O)COc2ccccc2C)cc1
8.6	-6.7	-14.2	1.4	-1.1	-4.0	1.07	1.04	CC(=O)Nc1ccc(C(=O)OCC(=O)N2CCCC2=O)cc1
3.3	-17.3	7.7	-4.0	-0.6	9.3	1.17	0.907	CCOc1ccc(N(CC(=O)Nc2ccccc2C)S(=O)(=O)c2c(C)noc2C)cc1
-6.2	19.2	20.3	5.0	2.9	-3.6	0.808	1.04	N#CC1=C(SCC(=O)c2ccc(Br)cc2)NC2=C(C(=O)CCC2)C1c1ccco1 (stereo not given)
-1.0	1.3	-9.5	-2.7	0.4	-15.2	0.987	1.15	Nc1nonc1-n1nnc(C(=O)N/N=C/c2ccc3c(c2)OCO3)c1-c1ccccc1
-3.8	2.8	10.6	-0.3	-3.0	8.4	0.972	0.916	C[C@H]1NC(=O)[C@@]2(C)[C@H](c3ccccc3)[C@H]3COc4ccccc4[C@@H]3N2C1=O
-5.3	5.7	-17.4	9.5	-3.5	20.1	0.943	0.799	CCc1ccc(C2CC(=O)N(c3ccc(F)cc3)C3=C2C(=O)OC3)cc1 (stereo not given)
-3.9	-13.2	-0.8	-3.7	-1.2	-33.3	1.13	1.33	O=C1C2C3CC(C(Br)C3Br)C2C(=O)N1CC1CCCO1 (stereo not given)
-3.4	3.1	7.1	-3.3	-1.9	8.5	0.969	0.915	COc1ccc(S(=O)(=O)N2CCCCCC2)cc1
-8.2	77.9*	28.9	1.9	25.4	27.6	0.221	0.724	O=C1CC(c2ccc(O)c(O)c2)Oc2c1ccc(O)c2O (stereo not given)
7.3	7.2	-5.8	-1.1	0.2	-0.6	0.928	1.01	Cc1ccc(C(O)P(=O)(OC2CCCCC2)OC2CCCCC2)cc1 (stereo not given)
-8.3	4.0	5.3	-1.3	56.2*	-17.4	0.96	1.17	CCSCc1nnc(SCC(=O)Nc2ccc(OC)cc2)n1C
-6.6	-12.8	-2.6	-1.2	2.9	-15.9	1.13	1.16	CCCNC(=O)c1ccccc1NC(=O)CN(c1ccccc1)S(=O)(=O)N(C)C
-6.4	-0.2	17.7	0.9	4.3	0.2	1	0.998	O=C(/C=C/c1ccco1)Nc1ccccc1N1CCOCC1
12.0	-12.8	-5.1	-10.2	-4.0	-0.9	1.13	1.01	CC(NC(=O)c1ccccc1O)c1ccccc1 (stereo not given)
-5.1	-1.6	2.9	-1.9	-1.5	10.2	1.02	0.898	Cc1nn(-c2ccccc2)c(C)c1/C=N/NC(=O)c1cc(-c2ccc(Cl)s2)[nH]n1
1.1	1.6	1.5	-1.8	-2.8	13.1	0.984	0.869	CCn1c(SCc2nc3ccccc3[nH]2)nnc1-c1ccccc1OC
9.2	-13.0	7.3	4.6	-3.5	5.3	1.13	0.947	Cc1ccc(CNC(=O)[C@H]2C[C@@H]2[C@H](NP(=O)(c2ccccc2)c2ccccc2)c2ccccc2)o1
-3.1	-10.1	-7.8	-3.6	-1.4	-2.7	1.1	1.03	O=C(Cn1cnc2c(cnn2-c2ccc(F)cc2)c1=O)NCCc1ccccc1
-7.1	-0.2	8.7	-2.0	-0.9	5.6	1	0.944	CC(Oc1ccc2c3c(c(=O)oc2c1)CCC3)C(=O)NC1CCN(Cc2ccccc2)CC1 (stereo not given)
15.9	-10.1	-1.9	2.2	-10.0	-4.0	1.1	1.04	CC(C)C(=O)c1cc2c(cc1NC(=O)c1ccccc1)OCCO2
-3.9	-3.3	5.9	3.2	1.2	-16.4	1.03	1.16	O=C(CSc1nc2ccccc2s1)NC(=O)NCc1ccco1
-9.0	1.0	-34.3	-2.1	0.3	8.0	0.99	0.92	Cc1cc(C)nc(NS(=O)(=O)c2ccc(NC(=O)COc3ccccc3)cc2)n1
3.3	-1.8	7.8	-5.0	-1.1	-17.0	1.02	1.17	CN(CC(=O)Nc1ccc(F)cc1)C(=O)COC(=O)Cc1c(F)cccc1Cl
-1.3	-12.0	7.9	0.3	-2.3	2.6	1.12	0.974	CCOC(=O)CCn1nc(-c2ccccc2)cc1N
-7.5	5.1	9.2	6.6	1.0	-5.4	0.949	1.05	O=C(CN1C(=O)c2ccccc2C1=O)OCC(=O)c1ccc(F)cc1
-1.0	1.8	-3.6	-1.2	-0.3	13.4	0.982	0.866	CN(Cc1nc2ccccc2c(=O)[nH]1)C(=O)c1cccc(S(=O)(=O)N2CCCCCC2)c1
2.8	-1.5	-18.4	-7.2	3.3	8.0	1.01	0.92	CC1(C(=O)NC2CCCC2)CCC(=O)N1Cc1cccs1 (stereo not given)
8.2	11.0	0.2	-2.5	1.3	-1.9	0.89	1.02	CCOc1ccc(-n2c(C)cc(/C=N/N(C)C)c2C)cc1
1.7	4.0	9.3	0.4	6.3	-10.1	0.96	1.1	COc1cc2c(cc1OC)CN(C(=O)CSc1nnc(C)s1)CC2
-3.2	9.4	-5.2	2.6	3.4	-15.3	0.906	1.15	O=C(CCC(=O)N1CCN(S(=O)(=O)c2ccc(Cl)cc2)CC1)NCc1ccccc1
-2.8	-5.3	19.2	1.8	6.1	-11.0	1.05	1.11	CNc1nc(NCCOC23CC4CC(CC(C4)C2)C3)nc(OCC(F)(F)F)n1
-13.8	3.5	-5.6	-4.3	2.6	-7.7	0.965	1.08	CCCCN(Cc1ccccc1)C(=O)c1cnc2n(c1=O)CCS2
-13.0	3.8	-14.7	9.8	0.0	-79.7	0.962	1.8	Cc1scc(C(=O)NNC(=S)NCC(C)C)c1C
-9.3	-1.5	10.0	1.1	-4.1	-22.9	1.01	1.23	COc1cccc(N2CCN(C(=O)c3oc4ccccc4c3NC(=O)CCc3cc(OC)no3)CC2)c1
-7.2	7.5	4.5	1.6	-0.7	-1.3	0.925	1.01	CC(C)(C)OC(=O)n1cc(/C=N/NC(=O)c2ccco2)c2ccccc21
8.8	-2.1	-9.4	9.2	0.5	-21.7	1.02	1.22	COC1=C(C)C(O)=C(C(=O)/C=C/c2ccccc2)C(=O)C1(C)C
21.9	14.5	-16.7	13.3	0.4	2.0	0.855	0.98	O=C(O)CSc1cc(C(=O)c2ccccc2O)cn2c(=O)c3c(-c4ccccc4)csc3nc12
-13.4	3.3	6.0	-2.5	-2.7	8.1	0.967	0.919	COc1ccccc1N1CCN(C(=O)c2cc(-c3ccc(F)cc3)on2)CC1
12.9	-5.1	-8.0	0.6	3.0	4.4	1.05	0.956	CCCN(CC(=O)Nc1ccccc1C)C(=O)c1ccc2ccccc2n1
-3.2	5.9	8.4	-14.0	-0.2	10.9	0.941	0.891	CCOc1cc(CNCCO)ccc1OCC(=O)NC(C)(C)C
-5.3	-27.3	-5.1	-6.5	0.2	-21.7	1.27	1.22	COc1ccc(NC(=O)Cc2c(Sc3ccccc3)c3ccccc3n2C)cc1
-3.4	4.4	-6.6	-8.8	1.2	34.9	0.956	0.651	CC(C)(C)NS(=O)(=O)c1ccc(NS(C)(=O)=O)cc1
-2.1	14.4	-1.2	-1.2	98.3*	6.0	0.856	0.94	C[n+]1ccccc1/C=C1\Sc2ccccc2N1CCO
.	21.5	.	.	49.7*	-5.7	0.785	1.06	O=C(CN1C(=O)S/C(=C\c2ccc(-c3cc(C(=O)O)ccc3Cl)o2)C1=O)Nc1ccc2c(c1)OCO2
-9.0	13.2	-8.9	3.8	0.5	-6.0	0.868	1.06	Cn1c(Cc2ccccc2)[n+](C)c2ccccc21

# Ordered by heavy-atom count (ascending): 9 of the compounds above
ATG4B inh	mIAP inh	PfG6PD inh	HKDC1 inhibitor	APOBEC3A inh	hIAP block	mIAP act	hIAP activ	SMILES
-9.0	13.2	-8.9	3.8	0.5	-6.0	0.868	1.06	Cn1c(Cc2ccccc2)[n+](C)c2ccccc21
-3.4	4.4	-6.6	-8.8	1.2	34.9	0.956	0.651	CC(C)(C)NS(=O)(=O)c1ccc(NS(C)(=O)=O)cc1
-2.1	14.4	-1.2	-1.2	98.3*	6.0	0.856	0.94	C[n+]1ccccc1/C=C1\Sc2ccccc2N1CCO
-3.2	5.9	8.4	-14.0	-0.2	10.9	0.941	0.891	CCOc1cc(CNCCO)ccc1OCC(=O)NC(C)(C)C
-13.8	3.5	-5.6	-4.3	2.6	-7.7	0.965	1.08	CCCCN(Cc1ccccc1)C(=O)c1cnc2n(c1=O)CCS2
-13.4	3.3	6.0	-2.5	-2.7	8.1	0.967	0.919	COc1ccccc1N1CCN(C(=O)c2cc(-c3ccc(F)cc3)on2)CC1
-3.2	9.4	-5.2	2.6	3.4	-15.3	0.906	1.15	O=C(CCC(=O)N1CCN(S(=O)(=O)c2ccc(Cl)cc2)CC1)NCc1ccccc1
21.9	14.5	-16.7	13.3	0.4	2.0	0.855	0.98	O=C(O)CSc1cc(C(=O)c2ccccc2O)cn2c(=O)c3c(-c4ccccc4)csc3nc12
.	21.5	.	.	49.7*	-5.7	0.785	1.06	O=C(CN1C(=O)S/C(=C\c2ccc(-c3cc(C(=O)O)ccc3Cl)o2)C1=O)Nc1ccc2c(c1)OCO2
